Source: PubChem
GPR35 antagonists – GPR35 antagonists blocking zaprinast-driven arrestin recruitment, primary screen, imaging, U2OS, beta-arrestin-GFP, zaprinast agonist (AID 2058). G-protein coupled receptor 35 (Homo sapiens). U2OS GPR35 beta-arrestin-GFP translocation imaging, zaprinast antagonism; higher % means a stronger effect. one-dose inhibition, % at 10 µM; IC50 in µM for titrated hits. hit rate 0.052% among 290,000;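 active = inhibition of at least 50% with at least 30 cells and total cytoplasm GFP at most 10,000,000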
NS5 inhibitors – Dengue-2 NS5 methyltransferase inhibitors, primary screen, biochemical, confirmation dose response (AID 588689); Genome polyprotein (Dengue virus type 2 (strain 16681-PDK53)); Dengue-2 NS5 methyltransferase capping enzyme assay, biochemical; higher % means a stronger effect; inhibition, % at 25 µM, or IC50 in µM where a hit was titrated; hit rate 0.3% among 340,000; in the data active = a potency from the dose series
NTR1 agonist – agonists of NTR1, primary screen, imaging, U2OS cells, beta-arrestin-GFP, high content (AID 493036). Neurotensin receptor type 1 (Homo sapiens), P30989. NTR1-U2OS beta-arrestin-GFP spot imaging, agonist mode. activation, % at 20 µM. hit rate 0.17% among 330,000;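 active = activation at or above 40% of the spot to cytoplasm intensity ratio, with at least 20 cells analyzed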;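 also: 0% = DMSO without peptide and 100% = 100 nM NTR1 peptide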
Target sequence (P30989 whole entry, looked up): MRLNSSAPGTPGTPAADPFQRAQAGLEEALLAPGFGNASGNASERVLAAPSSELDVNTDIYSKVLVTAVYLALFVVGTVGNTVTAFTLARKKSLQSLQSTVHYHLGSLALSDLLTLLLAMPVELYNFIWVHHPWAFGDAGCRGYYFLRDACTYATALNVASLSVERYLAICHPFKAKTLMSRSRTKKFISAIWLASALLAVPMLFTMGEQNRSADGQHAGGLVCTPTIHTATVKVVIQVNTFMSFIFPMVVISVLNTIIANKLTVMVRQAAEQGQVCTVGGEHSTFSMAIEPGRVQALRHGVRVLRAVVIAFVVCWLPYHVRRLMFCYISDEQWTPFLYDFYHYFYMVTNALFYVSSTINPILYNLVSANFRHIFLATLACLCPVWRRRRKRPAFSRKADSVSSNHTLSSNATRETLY
AID2073 – inhibitors of Mint1-CaV2.2 protein interaction, biochemical, HTRF (AID 2073). Voltage-dependent N-type calcium channel subunit alpha-1B (Homo sapiens). HTRF protein-protein interaction, Mint1-CaV2.2; higher % means a stronger effect. inhibition, % at 20 µM, or IC50 in µM where a hit was titrated. hit rate 0.19% among 290,000; in the data active = inhibition mostly above about 51%, no sharp cut-off; also: some results filed as inactive read as strong as hits
GPR55 LPI antagonism – GPR55 antagonists blocking LPI-driven arrestin recruitment, primary screen, imaging, U2OS, beta-arrestin-GFP, LPI agonist (AID 2013). G-protein coupled receptor 55 (Homo sapiens). U2OS GPR55 beta-arrestin-GFP translocation imaging, LPI antagonism; higher % means a stronger effect. one-dose inhibition, % at 10 µM; IC50 in µM for titrated hits. hit rate 0.13% among 290,000;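 active = spots per cell inhibited over 60%, with over 100 cells counted and total cytoplasm intensity under 500,000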;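 also: U2OS cells stably carrying GPR55 and arrestin-GFP stimulated by 5 µM LPI near EC80; imaged beta-arrestin-GFP aggregate spots per cell after agonist stimulation; plate controls were LPI-stimulated DMSO wells for no effect and DMSO wells without LPI for full effect; some results filed as inactive read as strong as hits; confirmed hits need IC50 under 10 µM and bright autofluorescent wells are also inconclusive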
SV40 large T antigen – SV40 large T antigen inhibitors, biochemical (AID 1903); hit rate 0.39% among 310,000; SV40 large T antigen ATPase/helicase inhibition assay; higher % means a stronger effect; one-dose inhibition, % at 20 µM; IC50 in µM for titrated hits; in the data active = a potency from the dose series; also: strong numbers were not always called active
Yfh1-off respiration – enhancers of respiration in Yfh1-depleted yeast, dose response, Friedreich's ataxia, plus single-dose screen (AID 1465). S. cerevisiae Yfh1-off respiration, WST-1 reduction, 72 h; higher fold induction means a stronger effect. fold induction at 50 µM; hits with a dose series show EC50 in µM. hit rate 0.074% among 220,000;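 active = fold induction of absorbance versus untreated yeast above a set limit, then at least 30% activation at any dose in follow-up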;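 also: activators that raise dye reduction in frataxin-depleted yeast; strong numbers were not always called active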
GPR55 activation – GPR55 agonists via beta-arrestin recruitment, primary screen, imaging, U2OS cells, beta-arrestin-GFP redistribution (AID 1961) | hit rate 0.048% among 290,000 | U2OS GPR55 beta-arrestin-GFP redistribution imaging; higher % means a stronger effect | activation, % at 10 µM; hits with a dose series show EC50 in µM;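 active = activation above 40% with more than 50 cells counted in the well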;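 also: U2OS osteosarcoma cells stably expressing GPR55 and beta-arrestin-GFP; plate controls were DMSO negative control for no effect and LPI positive control for full effect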
MgcRacGAP inhibition – MgcRacGAP GTPase-activating activity inhibitors, confirmation, biochemical, ADP Hunter fluorescence; Rac GTPase-activating protein 1 (Homo sapiens); MgcRacGAP-stimulated Rac1 GTP hydrolysis, ADP Hunter fluorescence; higher % means a stronger effect; GST-tagged Rac1 F28L mutant substrate; one-dose inhibition, % at 30 µM; IC50 in µM for titrated hits; hit rate 0.6% among 340,000; AID 624330, 2012;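 active = first-screen hits whose inhibition reached a set limit at any dose in the follow-up dose series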;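 also: fluorescence reports GDP produced by GAP-driven GTP hydrolysis; strong numbers were not always called active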
NTR1 agonist cell count 20 µM – also measured in NTR1 agonist; calls as there; cell count; measured here: cell count, cytotoxicity flag
NS5 inhibitors pilot replicate – also measured in NS5 inhibitors; calls as there; inhibition, %; measured here: pilot screen replicate inhibition
The depositor's hits bear a star; i = inactive; nt = not tested or not shown.

SMILES | GPR35 antagonists | NS5 inhibitors | NTR1 agonist | NTR1 agonist cell count 20 µM | AID2073 | GPR55 LPI antagonism | SV40 large T antigen | Yfh1-off respiration | GPR55 activation | MgcRacGAP inhibition | others
CN1CCN(c2ccc(-c3cccc(NC(=O)COc4ccc(Cl)cc4)c3)nn2)CC1 | nt | 0% | 1.9 | 61 | nt | nt | 9% | nt | nt | 10%
O=C(COc1ccc(C2SCCS2)cc1)NNC(=O)C(Cl)Cl | 53% | 6% | 0.7 | 54 | -3% | 6% | 8% | i | -0.2% | 10%
Cc1ccc(Oc2nc3ccccc3n3cccc23)cc1 | -16% | -6% | 1.7 | 35 | 2% | -7% | 6% | i | -0.3% | 5%
COc1cc(OC)c(C2NC(=O)CCC2[N+](=O)[O-])cc1OC (stereo unspecified) | 11% | -1% | -0.5 | 76 | 5% | -2% | 0% | nt | 1.5% | 7%
COc1ccc(NC(=O)CN(c2cc(C)cc(C)c2)S(=O)(=O)c2c(C)noc2C)cc1 | 10% | -7% | 0.0 | 61 | -10% | -10% | 15% | i | -0.1% | 6%
Cc1cccn2c(=O)c(C(=O)NCCCN3CCCCC3C)c(O)nc12 (stereo unspecified) | 9% | -2% | -0.3 | 63 | 15% | 13% | 10% | nt | 0.2% | 2%
Oc1ccc(/C=N/Nc2cc(N3CCCC3)nc(N3CCCC3)n2)cc1O | 18% | 7% | -0.2 | 28 | 43% | 11% | 42% | i | -0.1% | 24%
Cc1cc(N)ccc1NC(=O)CN1CCOCC1 | 2% | nt | 0.7 | 56 | -4% | -6% | 4% | nt | -0.3% | 14%
NNC(=O)CCN1CCN(C(c2ccccc2)c2ccccc2)CC1 | -6% | 25% | -0.7 | 55 | -5% | 0% | 5% | i | -0.3% | -9%
O=C(NCCc1csc(-c2ccc(Cl)cc2)n1)c1ccco1 | 4% | -8% | 0.8 | 56 | 2% | 5% | 11% | nt | -0.1% | 7%
CC(C)[C@H](Nc1ccc(S(=O)(=O)N2CCOCC2)cc1[N+](=O)[O-])C(=O)OCC(N)=O | 3% | 3% | -0.5 | 58 | -9% | -4% | 6% | i | -0.3% | 7%
Cc1ccc(-c2[nH]nc3c2C(c2ccoc2)C(C#N)=C(N)O3)cc1C (stereo unspecified) | -12% | 24% | 6.2 | 56 | 5% | 2% | 31% | i | 0.3% | 10%

Next part, starting with the last 3 of the part before.
SMILES | GPR35 antagonists | NS5 inhibitors | NTR1 agonist | NTR1 agonist cell count 20 µM | AID2073 | GPR55 LPI antagonism | SV40 large T antigen | Yfh1-off respiration | GPR55 activation | MgcRacGAP inhibition | others
O=C(NCCc1csc(-c2ccc(Cl)cc2)n1)c1ccco1 | 4% | -8% | 0.8 | 56 | 2% | 5% | 11% | nt | -0.1% | 7%
CC(C)[C@H](Nc1ccc(S(=O)(=O)N2CCOCC2)cc1[N+](=O)[O-])C(=O)OCC(N)=O | 3% | 3% | -0.5 | 58 | -9% | -4% | 6% | i | -0.3% | 7%
Cc1ccc(-c2[nH]nc3c2C(c2ccoc2)C(C#N)=C(N)O3)cc1C (stereo unspecified) | -12% | 24% | 6.2 | 56 | 5% | 2% | 31% | i | 0.3% | 10%
CCOC(=O)CSC1=C(C#N)C(c2ccccc2OCC)C(C(=O)OCC)C(=O)N1 (stereo unspecified) | -14% | -6% | 1.3 | 72 | -4% | -4% | 5% | i | 0.7% | 8%
CSCCC(NS(=O)(=O)c1ccc(Cl)cc1)C(=O)O (stereo unspecified) | 5% | -2% | 2.1 | 54 | 5% | 3% | -1% | i | -0.6% | -3%
CC(C)(C)C(=O)OCCNc1nc(-c2ccccc2)nc2ccccc12 | 7% | -4% | 21 | 72 | 1% | 12% | 17% | i | -0.3% | 5%
C=CCc1ccc(OCC(O)CO)c(OC)c1 (stereo unspecified) | -9% | -2% | 0.5 | 77 | -6% | -2% | 6% | nt | 0.0% | -2%
CCCCN1CC2([N+](=O)[O-])C=CC(=O)C([N+](=O)[O-])(C1)C2CC(=O)c1ccccc1 (stereo unspecified) | 2% | 6% | 1.8 | 55 | 4% | 10% | 10% | i | 0.2% | -11%
COc1ccc(Cn2nnnc2C(c2cc3cc(C)ccc3[nH]c2=O)N2CCN(C)CC2)cc1 (stereo unspecified) | 7% | -4% | 2.9 | 34 | 6% | 12% | 7% | i | 0.1% | -5%
COc1cc(NC(=S)NCc2cccnc2)cc(OC)c1OC | -8% | 3% | 1.4 | 98 | -12% | -1% | 0% | i | 0.3% | 3%
Oc1ccc(N=Nc2cccc(Cl)c2)cc1C=Nc1ccc(N2CCOCC2)cc1 | -4% | -2% | nt | nt | 2% | 9% | 16% | i | -0.1% | 7%
CCn1c(SC(C)C(=O)O)nc2sc3c(c2c1=O)CCC3 (stereo unspecified) | 8% | 14% | -1.0 | 39 | -7% | 8% | 31% | i | 0.3% | 24%
COc1ccccc1C(=O)N1CCN(c2ccc(N3CCOCC3)nn2)CC1 | nt | 2% | -0.4 | 51 | nt | nt | 5% | nt | nt | 6%
CC(C)c1ccc(NC(=O)NCc2ccc(F)cc2)cc1 | -1% | 4% | 2.1 | 77 | 7% | -11% | 25% | i | 0.5% | 4%
Cc1ccc(NC(=O)Cc2csc(-c3ccccc3)n2)cc1F | 10% | 2% | -0.7 | 69 | 2% | 5% | 0% | i | -0.2% | 2%
COc1cc(OC)c(N(C)C(=O)CCNC(=O)Cn2cnc3ccccc3c2=O)cc1Cl | 6% | -3% | 1.3 | 40 | -1% | 1% | 3% | i | -0.1% | 3%
COc1cccc(NC(=S)N(C)C2CCN(C)CC2)c1 | -3% | 4% | -2.2 | 78 | -12% | -1% | 8% | nt | -0.3% | 2%
CCOC(=O)Cc1csc(NC(=O)c2ccco2)n1 | -8% | -3% | 4.2 | 67 | 1% | 2% | -3% | i | -0.2% | 4%
COc1cc(C#N)c(NS(=O)(=O)c2ccc3[nH]c(=O)sc3c2)cc1OC | -8% | -2% | -0.6 | 58 | 3% | -12% | 14% | nt | 0.5% | 11%
N=c1ccn(Cc2cccc(F)c2)cc1 | 1% | nt | -0.3 | 40 | -5% | 6% | 7% | i | 0.6% | nt
CCOC(=O)c1c(C)c(C)n(Cc2ccc(OC)c(OC)c2)c1C | 2% | -4% | 0.7 | 51 | -2% | -4% | 20% | i | 0.0% | 10%
Cc1ccc2cc(C#N)c(NCCNC(=O)C3CCC3)nc2c1C | 6% | 0% | 4.7 | 47 | 6% | 14% | 2% | i | 0.8% | 7%
COc1cccc(N=Nc2c(N)[nH]n3c(=O)cc(-c4ccccc4)nc23)c1 | -7% | 5% | 7.6 | 26 | 5% | 9% | 11% | i | 0.2% | 14%
Cc1ccc(F)cc1NC(=O)c1ccc(NS(=O)(=O)c2ccc(Br)s2)cc1 | -9% | -3% | 1.0 | 66 | 12% | 15% | 15% | i | 0.3% | 3%
COc1cccc(NC(=S)NCc2ccc3c(c2)cc(C)n3C)c1 | -2% | 18% | nt | nt | 21% | -6% | -1% | i | -0.6% | 3%
COc1ccccc1N1CCN(S(C)(=O)=O)CC1 | 24% | 1% | 0.7 | 49 | -5% | -10% | 1% | i | -0.1% | 1%
CCOC(=O)c1c(C)oc2ccc(O)c(CN3CCCCC3)c12 | 0% | -4% | -0.4 | 58 | -4% | 4% | -11% | i | 0.2% | 3%
O=C1C2(CCCC13COC(c1ccc(O)cc1)OC3)COC(c1ccc(O)cc1)OC2 (stereo unspecified) | 0% | nt | 0.5 | 53 | -13% | 2% | 4% | i | -0.2% | nt
Cc1onc(-c2ccccc2Cl)c1C(=O)Nc1nnc(-c2ccc(Br)cc2)s1 | 23% | -2% | 7.1 | 46 | 32% | -22% | 11% | i | -0.3% | -3%
Cc1ccc(S(=O)(=O)NCCc2ccccc2)cc1 | 36% | 4% | -1.4 | 78 | 0% | 7% | 8% | i | 0.3% | 9%
COc1cc(/C=C/C(=O)OCC(=O)N(C)C2CCS(=O)(=O)C2)ccc1OC(F)F (stereo unspecified) | -10% | 1% | 0.8 | 63 | 10% | -1% | -1% | nt | -0.1% | 4%
CCOc1ccc(S(=O)(=O)NCCC(=O)NCC(C)(C)N2CCOCC2)cc1 | nt | -4% | 0.5 | 76 | nt | nt | 9% | nt | nt | 4%
Cc1cccc(C(C)C)c1NC(=O)C1CCN(S(=O)(=O)c2ccccc2)CC1 | 1% | -5% | -0.3 | 55 | 5% | 17% | 10% | nt | 0.2% | 8%
CSc1ccccc1C(=O)NCCCOC(C)C | -4% | -3% | -0.2 | 66 | -2% | 14% | 3% | i | 0.2% | -3%
CCCCn1c(CNC(=O)Cc2ccccc2)nc2ccccc21 | -23% | 0% | 0.4 | 37 | 6% | 0% | 6% | i | -0.3% | 0%
COc1ccc(/C=C(/NC(=O)c2ccc(OC)c(OC)c2)C(=O)NCCc2c[nH]c3ccccc23)cc1 | -3% | -1% | 2.1 | 61 | -1% | -3% | 20% | i | 0.6% | 5%
Cc1cccc(-c2oc3ccc(-c4ccc5c(c4)OCO5)cc3c2-c2ccc(OC3CCCCO3)cc2)c1 (stereo unspecified) | nt | 1% | 1.0 | 49 | nt | nt | 2% | i | nt | 4%
COCCn1c(C)cc(C(=O)CSc2nncn2-c2ccccc2)c1C | 10% | 1% | 12 | 102 | -18% | -2% | 13% | i | -0.3% | 6%
CC(=O)c1cc(C#N)c(Oc2ccccc2)nc1C | nt | -1% | -0.8 | 62 | nt | nt | nt | i | nt | 2%
COCCCNC(=O)COc1ccc(Br)cc1Cl | 12% | -1% | -0.9 | 40 | 2% | 2% | 6% | i | 1.2% | 5%
O=C(OC1CCOC1=O)c1cncc(Br)c1 (stereo unspecified) | -23% | -3% | -0.8 | 65 | -3% | 14% | 1% | i | -0.2% | 3%
COc1ccc(OC)c(NC(=O)COc2ccc(Br)cc2)c1 | -1% | 2% | 2.5 | 63 | 2% | 4% | 6% | nt | -0.2% | 6% | NS5 inhibitors pilot replicate=-2.1
CCOc1ccc(S(=O)(=O)NCc2cccnc2)cc1C | 3% | -1% | 1.9 | 35 | 4% | 2% | 4% | i | -0.1% | 2%
COc1cccc(-c2nn3c(-c4cc(C)[nH]n4)nnc3s2)c1 | -10% | -9% | -1.4 | 82 | 34% | 10% | -18% | i | -0.2% | 9%
CCOC(=O)C(N)CSC1CC(=O)N(c2ccc(C(=O)OC)cc2)C1=O (stereo unspecified) | -4% | -2% | -0.1 | 37 | -9% | 6% | 3% | i | -0.4% | 8%
